Source: PubChem
NSD2 inh: NSD2 (human) methyltransferase inhibition; O96028; NSD2-SET H3K36me1 DELFIA fluorescence, biochemical; inhibition, % at 12.5 µM; 44,000 compounds, 0.07% hits; AID 624260; in the data active means inhibition above about 54%, passing the limit was not always enough;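 further: inhibitors reduce the monomethyl H3K36 fluorescence signal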
Target sequence (O96028 whole entry, looked up): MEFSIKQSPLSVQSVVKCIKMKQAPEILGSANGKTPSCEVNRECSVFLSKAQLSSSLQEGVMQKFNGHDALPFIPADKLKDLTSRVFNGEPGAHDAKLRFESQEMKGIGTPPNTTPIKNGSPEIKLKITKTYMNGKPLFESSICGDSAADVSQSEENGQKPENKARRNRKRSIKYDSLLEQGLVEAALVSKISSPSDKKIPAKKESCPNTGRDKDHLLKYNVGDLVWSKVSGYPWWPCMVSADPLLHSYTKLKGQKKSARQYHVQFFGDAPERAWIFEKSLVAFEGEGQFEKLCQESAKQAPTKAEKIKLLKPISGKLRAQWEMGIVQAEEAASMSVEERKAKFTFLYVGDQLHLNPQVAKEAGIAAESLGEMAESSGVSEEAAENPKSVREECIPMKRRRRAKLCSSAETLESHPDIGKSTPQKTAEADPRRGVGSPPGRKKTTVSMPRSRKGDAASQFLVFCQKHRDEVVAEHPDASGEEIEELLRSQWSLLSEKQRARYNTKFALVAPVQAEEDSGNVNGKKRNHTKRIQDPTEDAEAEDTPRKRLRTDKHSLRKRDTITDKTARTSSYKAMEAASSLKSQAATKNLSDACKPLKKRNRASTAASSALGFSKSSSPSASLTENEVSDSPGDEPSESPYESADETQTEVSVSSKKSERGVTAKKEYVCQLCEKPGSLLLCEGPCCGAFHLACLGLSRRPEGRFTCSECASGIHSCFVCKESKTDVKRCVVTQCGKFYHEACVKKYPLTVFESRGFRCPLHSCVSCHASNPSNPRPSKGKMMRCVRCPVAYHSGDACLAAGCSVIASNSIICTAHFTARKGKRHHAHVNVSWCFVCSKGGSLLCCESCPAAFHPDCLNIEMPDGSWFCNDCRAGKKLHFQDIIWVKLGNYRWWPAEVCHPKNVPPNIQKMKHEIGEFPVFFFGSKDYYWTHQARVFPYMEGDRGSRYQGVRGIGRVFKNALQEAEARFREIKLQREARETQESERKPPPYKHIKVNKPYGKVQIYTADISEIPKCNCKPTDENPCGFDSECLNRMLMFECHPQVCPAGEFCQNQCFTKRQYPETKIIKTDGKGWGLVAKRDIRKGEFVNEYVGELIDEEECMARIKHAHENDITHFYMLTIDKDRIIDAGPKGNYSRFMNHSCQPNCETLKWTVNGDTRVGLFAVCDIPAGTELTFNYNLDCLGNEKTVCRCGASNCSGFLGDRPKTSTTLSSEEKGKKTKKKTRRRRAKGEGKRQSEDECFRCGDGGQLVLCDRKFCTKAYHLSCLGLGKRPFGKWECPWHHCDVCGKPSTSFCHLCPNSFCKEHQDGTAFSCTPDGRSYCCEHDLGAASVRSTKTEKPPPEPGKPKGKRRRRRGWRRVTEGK
* marks the source's active call; other numbers are inactive results.

NSD2 inh | Molecule
2 | C[C@H]1CN([C@@H](C)CO)C(=O)c2cc(C#Cc3ccncc3)cnc2O[C@@H]1CN(C)C(=O)c1ccccc1F
6 | CCCN(C)C[C@H]1OCc2cnnn2CCCC(=O)N([C@@H](C)CO)C[C@@H]1C
0 | COCCNC(=O)C[C@@H]1C[C@H]2c3cc(NC(=O)c4ccc5c(c4)OCO5)ccc3O[C@H]2[C@H](CO)O1
-14 | COc1ccc(CN(C)C[C@@H]2Oc3c(NS(C)(=O)=O)cccc3C(=O)N([C@@H](C)CO)C[C@@H]2C)cc1
0 | C[C@@H]1CN([C@@H](C)CO)C(=O)c2cc(NS(=O)(=O)c3ccc(Cl)cc3)ccc2O[C@H]1CN(C)C(=O)Nc1ccccc1
-3 | O=C(NO)c1cccc(C(=O)N/N=C/c2ccc3c(c2)CCO3)c1
-1 | C[C@H](CO)N1C[C@H](C)[C@H](CN(C)C(=O)Nc2ccc(C(F)(F)F)cc2)Oc2ccc(NC(=O)Nc3cccc4ccccc34)cc2C1=O
-3 | C[C@H]1CN([C@@H](C)CO)S(=O)(=O)c2ccc(C#CCC3CCCC3)cc2O[C@H]1CN(C)C(=O)CC1CC1
-1 | COc1ccc(S(=O)(=O)Nc2ccc3c(c2)CC(=O)N([C@H](C)CO)C[C@H](C)[C@@H](CN(C)S(=O)(=O)c2ccc(Cl)cc2)O3)cc1
25 | C=C[C@H]1[C@H](O[C@@H]2O[C@H](CO)[C@@H](O)[C@H](O)[C@H]2O)OC=C(C(=O)OC)[C@H]1C[C@@H]1N[C@H](C(=O)O)Cc2c1[nH]c1ccccc21
3 | COC(=O)C[C@H]1CC[C@H](NS(=O)(=O)c2ccc(OC)cc2)[C@@H](CO)O1
1 | C[C@H]1CCCCO[C@@H](CN(C)C)[C@@H](C)CN([C@@H](C)CO)C(=O)c2cc(NS(=O)(=O)c3ccc(F)cc3)ccc2O1
-1 | C[C@@H]1CN([C@@H](C)CO)C(=O)c2cccc(NC(=O)CCCCCC(=O)Nc3ccccc3N)c2O[C@H]1CN(C)C(=O)Nc1ccc(C(F)(F)F)cc1
6 | COc1ccc(S(=O)(=O)N(C)C[C@@H]2Oc3c(NC(=O)c4nc5ccccc5s4)cccc3C(=O)N([C@H](C)CO)C[C@H]2C)cc1
-1 | C[C@H]1CN([C@@H](C)CO)C(=O)Cc2cc(NC(=O)Nc3cccc4ccccc34)ccc2O[C@H]1CN(C)S(=O)(=O)c1ccccc1
0 | C[C@H](CO)N1C[C@H](C)[C@H](CN(C)C)Oc2ccc(NC(=O)Nc3cccc4ccccc34)cc2CC1=O
-1 | Cc1noc(C)c1NC(=O)Nc1ccc2c(c1)CC(=O)N([C@H](C)CO)C[C@@H](C)[C@H](CN(C)C(=O)NC1CCCCC1)O2
-3 | Cc1ccc(S(=O)(=O)Nc2cccc3c2O[C@H](CN(C)Cc2ccc(C(=O)Nc4ccccc4N)cc2)[C@@H](C)CN([C@H](C)CO)C3=O)cc1
4 | C[C@H](CO)N1C[C@H](C)[C@@H](CN(C)Cc2ccncc2)Oc2ccc(NC(=O)CCCN(C)C)cc2C1=O
-1 | CC(C)CC#Cc1ccc2c(c1)O[C@@H](CN(C)C(=O)c1cccnc1)[C@H](C)CN([C@H](C)CO)S2(=O)=O
-2 | C[C@H](CO)N1C[C@H](C)[C@H](CN(C)C)Oc2ncc(-c3cccc(C(=O)N(C)C)c3)cc2C1=O
2 | C[C@@H]1CN([C@@H](C)CO)S(=O)(=O)c2ccc(-c3ccncc3)cc2O[C@H]1CN(C)S(=O)(=O)c1ccccc1F
11 | CS(=O)(=O)Nc1ccc2c(c1)[C@@H]1C[C@H](CC(=O)NC3CCCC3)O[C@@H](CO)[C@@H]1O2
6 | C[C@@H]1CN([C@H](C)CO)C(=O)c2cc(NC(=O)c3ccncc3)ccc2O[C@@H]1CN(C)Cc1ccc(C(=O)Nc2ccccc2N)cc1
-1 | C[C@H](CO)N1C[C@H](C)[C@H](CN(C)C(=O)Nc2ccc(C(F)(F)F)cc2)Oc2ccc(NC(=O)Cn3cnnn3)cc2C1=O
-7 | C[C@@H]1CN([C@H](C)CO)C(=O)c2cc(NC(=O)Cc3ccccc3)ccc2O[C@@H]1CN(C)C(=O)Nc1ccc(C(F)(F)F)cc1
5 | C[C@H](CO)N1C[C@H](C)[C@H](CN(C)Cc2ccncc2)Oc2ccc(NC(=O)c3ccncc3)cc2CC1=O
-8 | CC(C)(C)[C@H]1C=C(C(=O)Nc2ccccc2)O[C@@H](OCc2ccc(CO)cc2)C1
6 | CNC[C@H]1Oc2cc(C#Cc3ccc(OC)cc3)ccc2S(=O)(=O)N([C@@H](C)CO)C[C@@H]1C
6 | C[C@@H]1CN([C@H](C)CO)S(=O)(=O)c2ccc(C3=CCCC3)cc2O[C@H]1CN(C)C(=O)c1ccccc1

A stretch from the list above, as a working copy:
NSD2 inh | Molecule
-3 | O=C(NO)c1cccc(C(=O)N/N=C/c2ccc3c(c2)CCO3)c1
-1 | C[C@H](CO)N1C[C@H](C)[C@H](CN(C)C(=O)Nc2ccc(C(F)(F)F)cc2)Oc2ccc(NC(=O)Nc3cccc4ccccc34)cc2C1=O
-3 | C[C@H]1CN([C@@H](C)CO)S(=O)(=O)c2ccc(C#CCC3CCCC3)cc2O[C@H]1CN(C)C(=O)CC1CC1

The listing continues.
NSD2 inh | Molecule
0 | Cc1noc(C)c1NC(=O)N(C)C[C@H]1Oc2ccc(NC(=O)CCCN(C)C)cc2CC(=O)N([C@@H](C)CO)C[C@@H]1C
-1 | Cc1ccc(S(=O)(=O)Nc2ccc3c(c2)C(=O)N([C@@H](C)CO)C[C@@H](C)[C@@H](CN(C)S(=O)(=O)c2ccccc2)O3)cc1
3 | NC(=O)COc1ccccc1/C=N/NC(=O)c1ccccn1
2 | C[C@@H]1CN([C@@H](C)CO)C(=O)c2cccc(NC(=O)Nc3ccccc3)c2O[C@@H]1CN(C)Cc1ccc(Cl)c(Cl)c1
2 | C[C@@H]1CCCCO[C@@H](CN(C)Cc2ccc(Cl)c(Cl)c2)[C@@H](C)CN([C@H](C)CO)C(=O)c2cc(NS(C)(=O)=O)ccc2O1
-4 | C[C@@H]1CN([C@H](C)CO)C(=O)Cc2cc(NS(=O)(=O)c3ccccc3)ccc2O[C@@H]1CN(C)S(C)(=O)=O
2 | COc1ccc(C#Cc2cnc3c(c2)C(=O)N([C@@H](C)CO)C[C@H](C)[C@@H](CN(C)CC2CCOCC2)O3)cc1
3 | COCC#Cc1cnc2c(c1)C(=O)N([C@H](C)CO)C[C@H](C)[C@H](CN(C)C(=O)c1ccc3c(c1)OCO3)O2
-3 | C[C@H]1CN([C@@H](C)CO)C(=O)c2cc(NC(=O)c3ccncc3)ccc2O[C@@H]1CN(C)C(=O)NC1CCCCC1
-4 | C[C@@H]1CCCCO[C@H](CN(C)C(=O)c2ccccc2)[C@H](C)CN([C@@H](C)CO)C(=O)c2cc(NS(=O)(=O)c3ccc(Cl)cc3)ccc2O1
22 | C[C@H]1CN([C@@H](C)CO)C(=O)c2cc(NS(C)(=O)=O)ccc2O[C@H]1CN(C)C(=O)Nc1ccc2c(c1)OCO2
0 | C[C@@H]1CCCCO[C@@H](CN(C)C(=O)c2ccccc2)[C@@H](C)CN([C@@H](C)CO)C(=O)c2cc(NC(=O)Nc3ccc4c(c3)OCO4)ccc2O1
6 | COC(=O)CCCCCCC(=O)N/N=C/c1ccc(OC)c(O)c1
-4 | COc1ccccc1C#Cc1ccc2c(c1)O[C@@H](CN(C)C)[C@@H](C)CN([C@H](C)CO)S2(=O)=O
-3 | C[C@H]1CN([C@@H](C)CO)C(=O)c2cc(/C=C/c3ccccc3)cnc2O[C@@H]1CN(C)Cc1ccccc1F
0 | C[C@H]1CN([C@@H](C)CO)C(=O)Cc2cc(NC(=O)Nc3ccc(F)cc3)ccc2O[C@H]1CN(C)S(=O)(=O)c1cccs1
5 | OCc1ccc(COc2ccc3ccncc3c2)cc1
7 | COc1cccc(S(=O)(=O)N(C)C[C@@H]2Oc3cc(C#CCC(C)C)ccc3S(=O)(=O)N([C@@H](C)CO)C[C@H]2C)c1
0 | CCN(CC)c1ccc(/C=N/NC(=O)c2ccc(O)cc2)cc1
-17 | Cc1ccccc1-c1ccc2c(c1)O[C@H](CN(C)C(=O)Nc1ccc(C(F)(F)F)cc1)[C@H](C)CN([C@@H](C)CO)S2(=O)=O
-2 | C[C@H]1CN([C@@H](C)CO)C(=O)CCCn2cc(nn2)CO[C@H]1CN(C)C(=O)Cc1ccccc1
0 | C[C@@H]1CN([C@H](C)CO)C(=O)c2cc(NC(=O)Cn3cnnn3)ccc2O[C@H]1CN(C)C(=O)Nc1ccc(C(F)(F)F)cc1
12 | C[C@@H]1O[C@@H](OCC2OC(OC3C(OC4C(Oc5c(-c6ccc(O)c(O)c6)oc6cc(O)cc(O)c6c5=O)OC(CO)C(O)C4O)OC(CO)C(O)C3O)C(O)C(O)C2O)[C@H](O)[C@H](O)[C@H]1O (some centres undefined)
2 | COc1ccccc1-c1ccc2c(c1)O[C@@H](CN(C)C(=O)c1ccccc1)[C@H](C)CN([C@H](C)CO)S2(=O)=O
-2 | C[C@@H]1CN([C@H](C)CO)C(=O)c2cccc(NC(=O)NC3CCCCC3)c2O[C@@H]1CN(C)Cc1ccc(Cl)c(Cl)c1
-6 | C[C@H]1CN([C@@H](C)CO)C(=O)c2cc(NC(=O)CCC(F)(F)F)ccc2O[C@H]1CN(C)C(=O)Nc1ccc(C(F)(F)F)cc1
-2 | C[C@@H]1CN([C@@H](C)CO)C(=O)c2cc(C#CCN(C)C)cnc2O[C@@H]1CN(C)C(=O)CCN1CCCCC1
-2 | COCCNC(=O)C[C@@H]1C[C@H]2c3cc(NC(=O)CN(C)C)ccc3O[C@H]2[C@H](CO)O1
0 | C[C@H]1CN([C@@H](C)CO)C(=O)c2ccccc2-c2ccccc2CO[C@@H]1CN(C)CC1CC1
3 | CNC[C@H]1OCCCC[C@H](C)Oc2ccc(NC(=O)Nc3ccccc3)cc2C(=O)N([C@H](C)CO)C[C@@H]1C

Next part (5 carried over from the part before).
NSD2 inh | Molecule
-6 | C[C@H]1CN([C@@H](C)CO)C(=O)c2cc(NC(=O)CCC(F)(F)F)ccc2O[C@H]1CN(C)C(=O)Nc1ccc(C(F)(F)F)cc1
-2 | C[C@@H]1CN([C@@H](C)CO)C(=O)c2cc(C#CCN(C)C)cnc2O[C@@H]1CN(C)C(=O)CCN1CCCCC1
-2 | COCCNC(=O)C[C@@H]1C[C@H]2c3cc(NC(=O)CN(C)C)ccc3O[C@H]2[C@H](CO)O1
0 | C[C@H]1CN([C@@H](C)CO)C(=O)c2ccccc2-c2ccccc2CO[C@@H]1CN(C)CC1CC1
3 | CNC[C@H]1OCCCC[C@H](C)Oc2ccc(NC(=O)Nc3ccccc3)cc2C(=O)N([C@H](C)CO)C[C@@H]1C
10 | O=C(Nc1ccc2c(c1)[C@@H]1C[C@@H](CC(=O)N3CCOCC3)O[C@@H](CO)[C@@H]1O2)c1ccc2c(c1)OCO2
4 | C[C@H](CO)N1C[C@H](C)[C@@H](CN(C)S(C)(=O)=O)Oc2ccc(NS(C)(=O)=O)cc2CC1=O
-6 | CO[C@]12C[C@@H](COC(=O)c3cncc(Br)c3)CN(C)[C@@H]1Cc1cn(C)c3cccc2c13
4 | Cc1ccc(S(=O)(=O)N[C@H]2CC[C@H](CC(=O)N3CCC(Cc4ccccc4)CC3)O[C@H]2CO)cc1
2 | COc1ccc(S(=O)(=O)N(C)C[C@@H]2OCc3cnnn3CCCC(=O)N([C@@H](C)CO)C[C@H]2C)cc1
4 | Cc1ccc(-c2cnc3c(c2)C(=O)N([C@@H](C)CO)C[C@@H](C)[C@H](CN(C)Cc2ccccc2C(=O)O)O3)cc1
-3 | C[C@@H]1CN([C@H](C)CO)C(=O)c2cc(NC(=O)CCC(F)(F)F)ccc2O[C@@H](C)CCCCO[C@H]1CN(C)C(=O)Nc1ccc(F)cc1
0 | C[C@H](CO)N1C[C@H](C)[C@H](CN(C)Cc2ccncc2)Oc2c(NC(=O)c3ccc(-c4nccs4)cc3)cccc2C1=O
-2 | C[C@@H]1CCCCO[C@H](CN(C)Cc2ccc(C(F)(F)F)cc2)[C@H](C)CN([C@H](C)CO)C(=O)c2cc(NS(C)(=O)=O)ccc2O1
0 | Cc1noc(C)c1S(=O)(=O)N(C)C[C@@H]1Oc2ccc(NC(=O)C3CCCCC3)cc2CC(=O)N([C@@H](C)CO)C[C@H]1C
-6 | C[C@H]1CN([C@@H](C)CO)C(=O)Cc2cc(NS(=O)(=O)c3ccc(F)cc3)ccc2O[C@H]1CN(C)C(=O)Nc1ccc(C(F)(F)F)cc1
-1 | C[C@H](CO)N1C[C@H](C)[C@@H](CN(C)C(=O)Nc2ccc(F)cc2)Oc2ccc(NS(C)(=O)=O)cc2C1=O
-5 | CCC(=O)N(C)C[C@@H]1Oc2cc(-c3ccccc3OC)ccc2S(=O)(=O)N([C@H](C)CO)C[C@@H]1C
0 | O=C1c2cccc(O)c2C(=O)c2c(O)cccc21
1 | C[C@@H]1CN([C@@H](C)CO)C(=O)Cc2cc(NC(=O)C3CC3)ccc2O[C@@H]1CN(C)CC1CCCCC1
4 | COc1ccc(-c2nc(C(=O)N3CCN(C)CC3)sc2-c2ccc(OC)cc2)cc1
-3 | O=C(C[C@H]1C[C@@H]2c3cc(NC(=O)C4CCOCC4)ccc3O[C@@H]2[C@@H](CO)O1)NCc1ccc(Cl)cc1
-13 | O=C1O[C@@H](c2ccccc2)[C@@H](c2ccccc2)N2[C@@H](c3ccc(OCCO)cc3)[C@]3(C(=O)Nc4ccc(C#CCCO)cc43)[C@@H](C(=O)O)[C@H]12
-2 | C[C@@H]1CN([C@H](C)CO)C(=O)c2cc(NC(=O)Nc3ccc4c(c3)OCO4)ccc2O[C@@H](C)CCCCO[C@@H]1CN(C)S(=O)(=O)c1cccs1
-3 | Cc1noc(C)c1NC(=O)Nc1cccc2c1O[C@H](CN(C)S(C)(=O)=O)[C@@H](C)CN([C@H](C)CO)C2=O
0 | C[C@@H]1CN([C@H](C)CO)C(=O)Cc2cc(NC(=O)c3ccncc3)ccc2O[C@@H]1CN(C)C(=O)Nc1ccccc1

Only part of the results is shown (hit frequency here may not be typical).
